Screening data from PubChem.
TbPYK inhibitor: T. brucei pyruvate kinase inhibition. Q57TT1. TbPYK enzyme, Kinase-Glo Plus ATP luminescence, 45 min. Potency, µM (doses to about 76.8 µM), without a hit: at the top dose activity, negative = inhibition, usual class: inhibitors. 0.12% of 410,000 active. AID 624173; also: nearly all actives have a fitted effect of over 50% in size
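T. brucei PYK with substrate was exposed to pin-transferred compounds across a concentration series, then started with 130 uM ADP (final). After 45 min at room temperature, Kinase-Glo Plus luminescence was read, normalized and curve-fitted.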
LmPK inhibitor: inhibitors of Leishmania mexicana pyruvate kinase | AID 1721 | purified LmPK, Kinase-Glo ATP luminescence, 1 h | Q27686 | 0.37% of 290,000 active | Potency, µM (series often up to 57.5 µM), for inactives: at the highest dose activity change, negative = inhibition, hits mostly inhibitors
Target sequence (Q27686 whole entry, looked up): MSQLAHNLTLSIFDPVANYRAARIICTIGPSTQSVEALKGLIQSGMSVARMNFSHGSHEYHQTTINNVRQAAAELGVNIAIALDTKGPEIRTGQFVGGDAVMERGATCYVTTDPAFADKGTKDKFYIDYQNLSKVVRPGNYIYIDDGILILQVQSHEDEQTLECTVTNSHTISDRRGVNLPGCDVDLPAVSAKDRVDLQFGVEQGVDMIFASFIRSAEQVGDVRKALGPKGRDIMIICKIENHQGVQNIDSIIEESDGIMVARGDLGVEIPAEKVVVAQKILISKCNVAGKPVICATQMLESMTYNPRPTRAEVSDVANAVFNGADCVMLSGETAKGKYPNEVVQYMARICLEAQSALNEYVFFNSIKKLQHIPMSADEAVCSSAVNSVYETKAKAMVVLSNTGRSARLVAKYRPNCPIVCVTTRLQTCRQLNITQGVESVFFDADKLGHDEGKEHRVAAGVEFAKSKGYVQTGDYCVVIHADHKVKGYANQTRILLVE
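qHTS format; LmPK 0.1 nM; substrates PEP 0.5 mM and ADP 0.1 mM. One-hour room-temperature incubation, then coupled luciferase luminescence; 0.5 nM enzyme wells mark activation.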
Pf growth 96h: inhibits malaria parasite growth, 96 h | 6.9% of 320,000 active | P. falciparum luciferase reporter growth, 96 h | Potency, µM (top dose mostly 28.7 µM), inactives show at the top dose activity change, negative = inhibition, usual class: inhibitors
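Two-generation exposure (96 h) targets delayed-death phenotype. Reporter parasites carrying integrated firefly luciferase, in red cells at 2% hematocrit and 0.05% parasitemia final, kept at 37 C, 5% CO2; luminescence loss indicates inhibition.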
Sm TGR inh: inhibitors of Schistosoma mansoni thioredoxin glutathione reductase. 3% of 360,000 active. purified TGR, DTNB reduction, TNB absorbance 405 nm. Potency, µM (doses to about 114 µM), for inactives: at the highest dose activity change, negative = inhibition, usual class: inhibitors. Q962Y6; also: nearly all actives have a fitted effect of over 60% in size
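TGR 20 nM + NADPH 100 uM (dispensed conc.), cpd preinc 15 min RT; start with NADPH (500 uM addition) then DTNB (15 mM addition). Kinetic TNB absorbance, 405 nm filter. Four-parameter Hill fit across titration.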
HCV inhibitor: blocks hepatitis C virus; Huh7.5.1 HCVcc-Cre infection, luciferase reporter, 44 h; 3.4% of 340,000 active; Potency, µM (series often up to 41.8 µM), for the others: at the top dose activity change, negative = inhibition, most hits filed as inhibitors
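Whole-lifecycle infectious HCVcc-Cre system; cells 1,000/well, compound then virus (~0.5 moi) added 4 h after plating, 44 h culture. Luciferase read 15 sec following 15 min substrate incubation, room temp.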
Pf growth 48h: inhibits P. falciparum growth in the first generation, 48 h. 5.9% of 310,000 active. P. falciparum luciferase growth in erythrocytes, 48 h. Potency, µM (top dose mostly 28.7 µM), for inactives: at the highest dose activity change, negative = inhibition, usual class: inhibitors
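Firefly luciferase activity from engineered P. falciparum reports growth; inhibitors lower the luminescent signal. Cultures contained 2% hematocrit erythrocytes at 0.1% final parasitemia.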
Starred values were filed as active, the others as inactive; ? = inconclusive; · = no result given; [ ] = remark or other dose. Calls follow the shape of the dose curve; as a rule, active = well fitted curve in the direction sought with a large enough effect; inconclusive = small, poorly fitted or top-dose-only effect, or another doubt; inactive = no such curve, though single readings can be large; an effect the other way counts as inactive or inconclusive. % is scaled to controls: 0 for no effect and ±100 for the full control effect; potency is read from the fitted curve at half-maximal effect.

SMILES	TbPYK inhibitor	LmPK inhibitor	Pf growth 96h	Sm TGR inh	HCV inhibitor	Pf growth 48h
Cc1cccc(NC(=O)c2cc(S(=O)(=O)N3CCCCC3)ccc2Cl)n1	7%	·	?	0%	15%	9.3µM*
CC(=O)Nc1ccc(S(=O)(=O)Nc2nc3ccccc3nc2N2CCc3ccccc3C2)cc1	0%	2%	84%[activator]	-4%	30%[activator]	126%[activator]
Cc1ccc(C)n1-c1cccc(C(=O)Nc2ccccc2)c1	-25%	2%	?	-23%	?	?
COCCSc1ccccc1C(=O)NCc1ccc2c(c1)OCO2	5%	-5%	?	15%	3%	1%
COCCNC(=O)Cc1c(C)c2c(cc(C)c3c(C)coc32)oc1=O	5%	3%	13%	0%	3%	-1%[0.00184 µM]
CCC(=O)N(Cc1cc2cc(OC)ccc2[nH]c1=O)c1ccc(C)cc1	3%	-2%	?	2%	?	3%
Brc1ccc2ncnc(Nc3cccc4ccccc34)c2c1	12%	9%	13µM*	5%	?	?
CN(C)S(=O)(=O)c1ccc(N2CCCC2)c(C(=O)NC2(C)CCS(=O)(=O)C2)c1 (configuration not stated)	5%	·	8%	6%	11%	5%
CCOC(=O)N1CCN(C(=O)CSc2ccc3nnc(-c4ccncc4)n3n2)CC1	4%	-1%	-3%	0%	1%	-3%
Cc1ccc(S(=O)(=O)NCCN2CCOCC2)cc1C	0%	-9%	?	-9%	1%	-4%
CC(=O)c1cccc(NC(=O)Nc2ccc3c(c2)OCO3)c1	-2%	0%	43%[activator]	1%	-19%	118%[activator]
COc1cccc(C(=O)N/N=C(/c2ccccc2)c2ccccn2)c1	-2%	2%	?	1%	?	9.3µM*
CC(=O)Nc1cccc2c1Cc1ccccc1-2	2%	-3%	32%[activator]	-21%	?	60%[activator]
CN(Cc1ccc(C#CCCO)cc1)CC1CCCN(CCc2ccc(Cl)cc2)C1 (configuration not stated)	-2%	-1%	-12%	-13%	-4%	5.2µM*
COc1ccc(Nc2ccccc2)c(C)c1	-4%	1%	68%	-15%	-7%	2%
O=C(N/N=C/c1cccnc1)c1cc2ccccc2cc1O	4%	-8%	-1%	0%	5%	2.9µM*
COc1ccc2[nH]c3c(=O)n(Cc4ccc(C(=O)N5CCCC5)cc4)c(=S)[nH]c3c2c1	?	2%	90%	-11%	-21%	6%
NC(=O)CC(NC(=O)Cc1ccc(Br)cc1)c1ccc(N2CCN(c3ccccn3)CC2)c([N+](=O)[O-])c1 (configuration not stated)	-7%	4%	?	3%	?	-28%
CCOc1ccc(N(Cc2ccc(C(=O)O)cc2)S(=O)(=O)c2ccc(C)cc2)cc1	-3%	0%	?	3%	-21%	-9%
COC(=O)CCC(=O)OC1(C)C(=O)C=C2C=C(C3CC3)N(CCCOC(C)C)C=C2C1=O (configuration not stated)	-8%	-6%[11.5 µM]	1.9µM*	-27%	-13%	10µM*
O=C(CSc1nnnn1-c1ccccc1)Nc1ccc(Cl)cn1	-1%	2%	5%	2%	-13%	24%
COc1ccc(CC2(C)OC(c3ccc(Cl)cc3)=NN2C(C)=O)cc1 (configuration not stated)	0%	5%	-6%	-14%	-6%	?
O=C(O)C1CCCCC1C(=O)NCCc1ccncc1 (configuration not stated)	-7%	-3%	·	1%	4%	2%
O=c1[nH]c2cc([N+](=O)[O-])c(NCCO)c([N+](=O)[O-])c2[nH]1	6%	-13%	-3%	4%	-5%	27%
Cc1cccc(C)c1NC(=O)NC1CCc2ccccc21 (configuration not stated)	0%	-8%	5%	10%	4%	6%
SMILES	TbPYK inhibitor	LmPK inhibitor	Pf growth 96h	Sm TGR inh	HCV inhibitor	Pf growth 48h
COc1ccc(-c2nnc(Nc3ccc(OC)c(C(=O)N4CCCCC4)c3)c3ccccc23)cc1	3%	4%	?	1%	?	5.2µM*
Cc1ccc2c(CN3CC(C)CC(C)C3)cc(=O)oc2c1 (configuration not stated)	4%	3%	1%	89µM*	7%	?
CCOC(=O)C1(CC)NC(c2cccc(F)c2)C2C(=O)N(CC)C(=O)C21 (configuration not stated)	2%	-6%	·	-3%	13%	-9%
COc1cc(-c2[nH]ncc2CN2CCN(c3cccc(C)n3)CC2)cc(OC)c1OC	-4%	4%	4.1µM*	-10%	11µM*	9.3µM*
COc1cccc(C(C#N)N2N=C(C)CC2(C)C)c1O (configuration not stated)	2%	-19%	2%	?	1%	-3%
CCn1ncc(-c2cc(C(=O)O)no2)c1C	-2%	1%	0%	9%	18%	4%
Cc1csc(C(C)NC(=O)c2ccc(OC3CCN(CCc4ccccc4)CC3)cc2)n1 (configuration not stated)	4%	6%	9%	4%	-1%	10µM*
CCOC(=O)C1CCN(C(=O)CC(C)c2ccccc2)CC1 (configuration not stated)	-21%	3%	?	1%	13%	14%
O=C(CSc1nnc(C2COc3ccccc3O2)o1)N1CCCc2ccccc21 (configuration not stated)	-18%	2%	1%	-6%	?	-18%
COc1ccc([N+](=O)[O-])cc1NC(=O)C(C)OC(=O)c1cccnc1 (configuration not stated)	-6%	0%	-9%	0%	?	-11%
O=C(/C=C/c1ccccc1)NC(=S)NNC(=O)c1ccco1	-4%	-3%	3%	-3%	?	31%[activator]
Cc1ccc(-c2nc(CN(CC3CCC3)CC3CCCO3)c(C)o2)s1 (configuration not stated)	1%	3%	1%	56µM*	?	?
Cc1c2c(n3c(nc4ccccc43)c1C#N)N(CCN(C)C)CC2	-8%	-5%	74%[activator]	0%	11µM*	2.1µM*
COc1ccc(OC)c(C2C3=C(CCCC3=O)Nc3nnnn32)c1 (configuration not stated)	-1%	-3%	-6%	4%	2%	16%
Cc1cc(C(=O)OCC(=O)Nc2ccc(F)cc2[N+](=O)[O-])c2ccccc2n1	-4%	0%	32%	2%	-1%	18%
CS(=O)(=O)N1CCC(Oc2ccccc2C(=O)NC2CCOC2)CC1 (configuration not stated)	4%	6%	0%	1%	1%	-2%
COc1ccccc1C(CC(=O)Nc1ccc(C)c(C)c1)c1ccc(OC(C)C)cc1 (configuration not stated)	1%	0%	-18%	-10%	?	?
Nn1c(SCC(=O)Nc2ccc3c(c2)OCO3)nncc1=O	4%	-1%	-8%	7%	-5%	9%
Cc1cc(NC(=O)CN2C(=O)C3CC=CCC3C2=O)no1 (configuration not stated)	6%	1%	·	4%	10%	3%
CN1CCN(CC(O)COc2ccc(C(=O)O)cc2)CC1 (configuration not stated)	-1%	4%	-25%	-1%	-11%	0%
COc1ccccc1NC(=O)c1ccc(NS(=O)(=O)c2cccc3cccnc23)cc1	-7%	2%	?	-1%	-11%	-1%
CCOc1ccc(NC(=O)COC(=O)CSCC(=O)Nc2ccc(C)cc2C)cc1	2%	·	25%	8%	12%	-8%
Cn1cc(CN2CCc3ccccc3C2)c2ccccc21	1%	2%	-4%	?	3%	?
CCn1cnc2sc(C(=O)Oc3cccc(C)c3)c(C)c2c1=O	1%	1%	?	0%	1.4µM*	146%[activator]
COc1ccc2c(c1)nc(SCC(=O)c1cccs1)n2C	-19%	-10%	84%[activator]	-30%	-9%	14%

Compound profiles, as listed above.
O=C(/C=C/c1ccccc1)NC(=S)NNC(=O)c1ccco1 is listed as TbPYK inhibitor = -4%; LmPK inhibitor = -3%; Pf growth 96h = 3%; Sm TGR inh = -3%; HCV inhibitor = ?; Pf growth 48h = 31%[activator]
CCn1cnc2sc(C(=O)Oc3cccc(C)c3)c(C)c2c1=O is listed as TbPYK inhibitor = 1%; LmPK inhibitor = 1%; Pf growth 96h = ?; Sm TGR inh = 0%; HCV inhibitor = 1.4µM*; Pf growth 48h = 146%[activator]

For convenience, part of the list above:
SMILES	TbPYK inhibitor	LmPK inhibitor	Pf growth 96h	Sm TGR inh	HCV inhibitor	Pf growth 48h
COc1ccc(-c2nnc(Nc3ccc(OC)c(C(=O)N4CCCCC4)c3)c3ccccc23)cc1	3%	4%	?	1%	?	5.2µM*
Cc1ccc2c(CN3CC(C)CC(C)C3)cc(=O)oc2c1 (configuration not stated)	4%	3%	1%	89µM*	7%	?
CCOC(=O)C1(CC)NC(c2cccc(F)c2)C2C(=O)N(CC)C(=O)C21 (configuration not stated)	2%	-6%	·	-3%	13%	-9%
COc1cc(-c2[nH]ncc2CN2CCN(c3cccc(C)n3)CC2)cc(OC)c1OC	-4%	4%	4.1µM*	-10%	11µM*	9.3µM*
COc1cccc(C(C#N)N2N=C(C)CC2(C)C)c1O (configuration not stated)	2%	-19%	2%	?	1%	-3%
CCn1ncc(-c2cc(C(=O)O)no2)c1C	-2%	1%	0%	9%	18%	4%
Cc1csc(C(C)NC(=O)c2ccc(OC3CCN(CCc4ccccc4)CC3)cc2)n1 (configuration not stated)	4%	6%	9%	4%	-1%	10µM*
CCOC(=O)C1CCN(C(=O)CC(C)c2ccccc2)CC1 (configuration not stated)	-21%	3%	?	1%	13%	14%
O=C(CSc1nnc(C2COc3ccccc3O2)o1)N1CCCc2ccccc21 (configuration not stated)	-18%	2%	1%	-6%	?	-18%
COc1ccc([N+](=O)[O-])cc1NC(=O)C(C)OC(=O)c1cccnc1 (configuration not stated)	-6%	0%	-9%	0%	?	-11%

Next section:
SMILES	TbPYK inhibitor	LmPK inhibitor	Pf growth 96h	Sm TGR inh	HCV inhibitor	Pf growth 48h
CC(C)C(NC(=O)c1ccc(C(C)(C)C)cc1)C(=O)OCC(=O)NC(=O)Cc1ccccc1 (configuration not stated)	0%	8%	10%	?	16%	-5%
FC(F)(F)C(F)(F)c1nnc2ccc(-n3ccnc3)nn12	7%	8%	?	-1%	23%	-18%
Cc1cccc(CC(=O)NCCN2CCOCC2)c1	-1%	-1%	0%	-4%	24%	46%[activator]
NNC(=O)c1oc2ccccc2c1-n1cccc1	-2%	12%	37%[activator]	6%	-10%	15%
CCC(C)NC(=O)[C@H]1N2C(=O)c3c(ccc(OC)c3OC)C2SC1(C)C (some centres not stated)	3%	6%	-21%	3%	-4%	?
COc1ccc(-n2nc(C(=O)NCC(=O)NCCc3ccc(OC)c(OC)c3)c3ccccc3c2=O)cc1Cl	8%	5%	-26%	-6%	?	?
Clc1ccc(/C=C/c2ncc3ccccn23)cc1	-4%	3%	0%	6%	-28%	28%
CCNc1nc(NCC)n2c(SCc3ccc(F)cc3)nnc2n1	-7%	1%	-8%	-20%	0%	-1%
Cc1cc(OC(C)C(=O)NCCN2CCOCC2)c2c(C)cc(=O)oc2c1 (configuration not stated)	-5%	0%	1%	-19%	10%	-5%
COCCN1C(=O)c2ccc(C(=O)NCc3cccnc3)cc2C1=O	3%	3%	-4%	3%	4%	7%
O=C(c1nn2c(C(F)(F)F)cc(-c3ccccc3)nc2c1Cl)N1CCN2CCCC2C1 (configuration not stated)	-5%	4%	?	-28%	11µM*	?
CCc1ccccc1NC(=O)CNC1CCCCC1	-6%	3%	11%	·	12%	-19%
COc1ccc(CN(C(=O)/C=C/c2ccco2)C2CCS(=O)(=O)C2)cc1OC (configuration not stated)	-11%	0%	37%[activator]	3.5µM*	11%	12%
CC1(C)CC(=O)C(C2C3=C(CC(C)(C)CC3=O)OC3=C2C(=O)CC(C)(C)C3)=C(O)C1	-3%	-8%	14%	-17%	23%	4%
COc1ccc(-c2n[nH]c(=S)n2-c2ccccc2C)cc1OC	?	?	-23%	-28%	0%	12%
Cc1ccc(C)c(C(=O)COC(=O)c2c(-c3ccccc3)noc2C)c1	0%	·	-19%	11%	-8%	?
COCCCNC(=O)Cc1c(C)c2c(cc(C)c3c(C)c(C)oc32)oc1=O	-5%	0%	6%	-8%	-1%	-1%
CCC(C)C(=O)Nc1ccc(S(=O)(=O)Nc2nccs2)cc1 (configuration not stated)	-15%	1%	?	4%	-17%	-5%
COc1ccc(NC(=O)c2cccnc2Cl)c(S(=O)(=O)N2CCOCC2)c1	-3%	0%	·	-6%	8%	21%
COc1ccc(C(=O)c2cnc(/N=C/N(C)C)s2)cc1	-4%	5%	0%	12%	-8%	96%[activator]
CCS(=O)(=O)Nc1ccc(C2=NN(C(=O)c3ccco3)C(c3cccc(F)c3)C2)cc1 (configuration not stated)	-9%	4%[11.5 µM]	?	-9%	?	?
